Screening results (PubChem BioAssay)
ERa SRC1 pot = enhances coactivator binding to human estrogen receptor alpha; P03372; TR-FRET ERalpha-LBD/SRC-Cy5 coactivator binding, 2 h; 100 = basal binding, no effect; coactivator binding (% of control), % at 25.6 µM; 1.3% of 86,000 active; in the data active = activity above about 200%;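 note: binding measured in presence of low estradiol as agonist stimulus; 0% = peptide alone without receptor and 100% = receptor with peptide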
FAK inh = FAK (human) kinase inhibition | Q05397 | biochemical FAK kinase activity assay | inhibition, %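 (tested at 7 µM)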 | 0.84% of 97,000 active; in the data active = inhibition above about 19%;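 note: 0% = DMSO and 100% = reference compound high control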
ERb coact inh = blocks coactivator binding to human estrogen receptor beta. 1.3% of 86,000 active. TR-FRET ER-beta LBD / SRC1-Cy5 peptide binding; receptor agonist-loaded with 1 µM estradiol. inhibition, % at 25.6 µM;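 active = compounds whose percent inhibition of the receptor-coactivator binding signal exceeds about 50% in the single-dose screen, limit read from the data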;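 note: 0% = receptor plus peptide wells without compound and 100% = peptide-only wells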
Target sequence (Q92731 whole entry, looked up, the tested form may be a part): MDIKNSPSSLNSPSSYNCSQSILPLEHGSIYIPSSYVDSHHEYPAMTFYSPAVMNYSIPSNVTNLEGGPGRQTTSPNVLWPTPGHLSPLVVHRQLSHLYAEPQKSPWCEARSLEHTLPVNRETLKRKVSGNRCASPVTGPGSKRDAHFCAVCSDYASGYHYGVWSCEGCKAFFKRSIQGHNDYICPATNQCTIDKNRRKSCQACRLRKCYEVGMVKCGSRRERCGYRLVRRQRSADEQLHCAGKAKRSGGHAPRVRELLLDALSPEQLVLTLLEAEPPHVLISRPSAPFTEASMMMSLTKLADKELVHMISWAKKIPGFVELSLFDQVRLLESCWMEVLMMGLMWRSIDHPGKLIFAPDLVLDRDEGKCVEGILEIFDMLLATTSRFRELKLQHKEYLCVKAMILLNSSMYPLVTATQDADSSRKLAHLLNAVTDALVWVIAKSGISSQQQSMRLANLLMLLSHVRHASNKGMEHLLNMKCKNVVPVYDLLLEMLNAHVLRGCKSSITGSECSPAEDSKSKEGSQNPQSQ
E coli WT exp = E. coli BW25113 growth inhibition, expanded screen; growth inhibition, % at 100 µM; 0.15% of 98,000 active; OD600 absorbance;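 active = growth inhibition above about 50% at one test dose, limit read from the data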;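 note: growth measured after 20 h incubation at 37 °C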
MT1-MMP txn act = MT1-MMP promoter transcription activation; HT1080 MT1-MMP promoter luciferase reporter, luminescence, overnight; active compounds read high; activation factor at 10 µM; 0.16% of 86,000 active; AID 750;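 active = activation factor of at least 2 for MT1-MMP transcription at 10 µM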
CD11b adhes enh = increases human CD11b/CD18 adhesion to fibrinogen; P05107+P11215; K562 CD11b/CD18 adhesion to fibrinogen, ATPlite luminescence; activation, % at 10 µM; 0.07% of 93,000 active; AID 1499;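 active = 10 µM primary screen giving 50% or more activity, confirmed by 40% or more on retest at that dose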; note: strong numbers were not always called active; reference of the scale not given here
CD11b adhes inh = CD11b/CD18-fibrinogen binding inhibition | P05107+P11215 | K562 CD11b/CD18 adhesion to fibrinogen, ATPlite luminescence; Mn2+ added to activate the integrin | inhibition, % at 10 µM | 0.54% of 93,000 active;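 active = primary inhibition of 50% or more at 10 µM, then 40% or more on retest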; note: some results filed as inactive read as strong as hits
ERa coact inh = ER-alpha (human) coactivator binding inhibition; P03372; TR-FRET ER-alpha LBD / SRC-1 peptide, estradiol-bound; inhibition, % at 25.6 µM; 1.7% of 86,000 active; AID 629; in the data active = inhibition above about 50%;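 note: 0% = receptor plus peptide control and 100% = peptide only without receptor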
PLAP activator = activates human placental alkaline phosphatase; purified PLAP enzyme, luminescent substrate read-out; active compounds read high; activation fold at 20 µM; 1.2% of 96,000 active; AID 696; in the data active = activation fold above about 2
* marks the source's active call; other numbers are inactive results; . = no result given; [ ] = another dose, or the depositor's remark. Compounds were not picked by outcome. Share with any hit: about 5.1%.

The line under a structure holds: ERa SRC1 pot, FAK inh, ERb coact inh, E coli WT exp, MT1-MMP txn act, CD11b adhes enh, CD11b adhes inh, ERa coact inh, PLAP activator
> Cc1ccccc1N(C(=O)Cn1nnc2ccccc21)C(C(=O)NCc1ccco1)c1ccncc1 (stereo unspecified)
 : 124, ., -3[fluorescence artefact?], -3, 1.1, -2, 0, 6, 1.4
> COc1ccccc1C1CC(c2ccccc2)Nc2ncnn21 (stereo unspecified)
 : 107, 4, -3, 5, 1.2, -2, 6, -1, 1.2
> CCOc1cc(CNCCc2ccc(S(N)(=O)=O)cc2)ccc1OCc1ccccc1
 : ., 10, ., 5, ., -3, 7, ., 1.6
> Cc1nc2cc(NC(=O)Nc3ccc(N4CCOCC4)cc3)ccc2n1C
 : 78, 6, 44[fluorescence artefact?], -7, 1, -4, 3, 9[fluorescence artefact?], 0.9
> Cc1cc(Nc2cccc(Cl)c2C)n2ncnc2n1
 : 97, ., 8, ., 1, ., ., -5, .
> C(=N\n1cnnc1)/c1cn(-c2cccs2)nc1-c1ccccc1
 : 105, 3, 2, 0, 1.2, 1, 5, -2[fluorescence artefact?], 1.1
> Cc1c(O)ccc(/C(Cc2ccc3ccccc3n2)=N\O)c1O
 : 76, 4, -7, 11, 1.7, ., ., -1, 1.1
> CN(c1ccccc1C(=O)N1CCc2ccccc2C1)S(C)(=O)=O
 : 117[fluorescence artefact?], 1, 2, 2, 1.3, -1, 2, -1, 1.3
> COc1ccc(NS(=O)(=O)c2cccc(C(=O)O)c2)cc1
 : 110, -3, -2, 5, 1, -1, -14, -24, 0.9
> CCOC(=O)c1c(C)n(C)c2ccc(OC(C)=O)cc12
 : 99, -1, -21, ., 1.2, ., ., -22, .
> COc1ccc2c(c1)c(C(=O)CNc1nc(C)cs1)c(C)n2C
 : 120, -2, -4, -3, ., -4, -5, -9, 0.8
> CNC(=O)N(C1=NCC(C)S1)c1ccc(F)cc1F (stereo unspecified)
 : 111, 2, -4, 9, 1.2, -2, -16, -4, 0.8
> CCOC(=O)c1nnn(-c2nonc2-n2cccc2)c1C
 : 117, 1, -11, 10, 1.1, 3, -2, -8, 1.3
> Cn1cnnc1SCNC(=O)C(F)(F)F
 : 105, -8, 11, -3, 1.1, -3, -10, -5, 0.9
> Cc1cc2c(N)cccc2nn1
 : 107, ., 22, 5, 1.1, -4, -10, 7, 0.9
> CCCC(=O)Nc1ccc(C(=O)NCCCn2ccnc2)cc1
 : 95, 0, -5, -1, 1.2, 2, -7, -5, 0.8
> O=C(NC1(C(F)(F)F)Oc2ccccc2O1)N1CCCC1
 : 84, -1, 39[fluorescence artefact?], 0, 1.1, 0, -4, 18, 1.1
> CCCc1[nH]n(-c2ccc([N+](=O)[O-])cc2)c(=O)c1C=NCCc1c[nH]c2ccccc12
 : ., 12, ., -13, ., -5, 10, ., 1.1
> CCOC(=O)/C=c1\s/c(=C(\C#N)C(=O)OCC)n(-c2ccccc2)c1=O
 : 162, 13, 18[fluorescence artefact?], -9, 1.2, ., ., 11[fluorescence artefact?], .
> CN1CCN(CP(=O)(N2CCOCC2)N2CCOCC2)CC1
 : 120[fluorescence artefact?], 2, -6, -11, 1, -5, 1, -1, 0.9
> Cc1cccc(-c2onc3ccc(C4(C)OCCO4)cc23)c1
 : 93[fluorescence artefact?], 1, 14, 2, 1.3, -7, 73, 6, 1.8
> CCn1c(SCC(=O)Nc2ccccc2)nnc1C1CCCCC1
 : 99, 0, 14, ., 1, ., ., 11, .
> COc1cc2c(cc1OC)C(C(C)C)=NC(C)(C)C2
 : 89, -2, -10, ., 1.3, ., ., -6, .
> c1ccc(CN2CCC(Nc3nc(-c4ccccc4)nc4ccccc34)CC2)cc1
 : 84, 1, 1, -3, 1.2, 2, 25, 0, 1.5
> Cc1ccc(C2/C(=C(/O)c3ccc(Cl)cc3)C(=O)C(=O)N2CC2CCCO2)o1 (stereo unspecified)
 : 90, -7, 11[fluorescence artefact?], -5, 1.1, ., ., -11, 1.1
> O=C(O)CCSCC(=O)c1ccc2c(c1)OCCO2
 : 95, -7, -4, -4, 0.6, -1, 10, -1, 0.8
> Cc1noc(NS(=O)(=O)c2ccc(NC(=O)CSc3nc4c(cc3C#N)CCCC4)cc2)c1C
 : 68, -7, 3, 2, 1.1, 1, -1, 34, 1.6
> CC(C)c1nnc(NC(=O)c2cccc(-n3cnnn3)c2)s1
 : 109, -2, -6, 1, 1.2, 2, -11, 17, 1.1
> COc1ccc2c(c1)c(N=O)c(O)n2C
 : ., 2, ., 4, ., -4, -6, ., 0.8
> CCOc1cc(S(=O)(=O)N2CCCCC2)ccc1Cl
 : 114, 5, -10, -4, 1.1, -4, 2, 0, 1.2
> Cn1c(SCc2c(F)cccc2Cl)nnc1-c1cccs1
 : 111, 2, -1, 6, 1.7, 11, -22, 2, 0.8
> Cc1cc(C)nc(NC(=O)c2cc3ccccc3o2)n1
 : ., -3, ., -1, 1.2, 2, -13, ., 1
> O=C(CN1C(=O)c2ccccc2S1(=O)=O)NCc1ccccn1
 : 113, -3, -2, 9, 1.1, -4, -9, -5, 1
> Cn1cc(Cl)c(C(=O)Nc2cccc(Cl)c2Cl)n1
 : 114, 15, 21, -16, 1.4, -5, -5, 36[fluorescence artefact?], 0.8
> CCN(CC)C(=O)COn1c(SCC(=O)N(CC)CC)nc2ccccc2c1=O
 : ., ., ., -4, 1, 0, -5, ., 1.6
> CCC(=O)Oc1ccc(C2N(C(=O)CC)CCN2S(=O)(=O)c2ccc(C)cc2)cc1OC (stereo unspecified)
 : 103, 4, -5, 4, 1.1, -2, -20, -3, 1.5
> COC(=O)c1c(C)[nH]c(C(=O)CSc2ccc(Cl)cc2)c1C
 : 103, -2, 3[fluorescence artefact?], -10, 1.5, 1, 14, 4[fluorescence artefact?], 1
> Cc1ccc(N(CC(=O)Nc2ccccc2C(=O)NCc2ccco2)S(=O)(=O)c2ccccc2)cc1C
 : ., 0, ., -13, ., -1, -6, ., 1.5
> Nc1nnc(C2CCCC2)s1
 : 135, ., -2[fluorescence artefact?], 11, 1.1, 1, -18, -4, 1
> Cc1cc(Cl)ccc1OCCCC(=O)Nc1cccnc1
 : 130, 3, 0, 20, 1.2, -1, 16, -1, 0.8
> COc1ccc(C(=O)OCC(=O)c2ccc(C)c(S(=O)(=O)N3CCOCC3)c2)cc1OC
 : 87, ., -3, ., 1, ., ., 6, .
> Oc1oc(-c2ccccc2)nc1C=NCc1ccccc1
 : 122, 3, 1, 8, 1.8, -5, -5, -1, 0.6
> CC(=O)N1CCc2cc(Br)cc(S(=O)(=O)NCC3CCCO3)c21 (stereo unspecified)
 : 111, -3, 3, -10, 1, 0, -2, 4, 0.9
> O=C(Nc1ccc(-c2noc(CCc3ccccc3)n2)cc1)c1ccco1
 : 99[fluorescence artefact?], ., 22[fluorescence artefact?], -5, 1.3, 3, -2, 12, 1.1
> CCCN(CCC)C(=O)Cn1c2ccccc2c2nc(=O)cc(C)n21
 : ., 1, ., 1, ., 0, 3, ., 1.3

Molecules listed so far with a thiophene ring, fused or not:
The line under a structure holds: ERa SRC1 pot, FAK inh, ERb coact inh, E coli WT exp, MT1-MMP txn act, CD11b adhes enh, CD11b adhes inh, ERa coact inh, PLAP activator
> C(=N\n1cnnc1)/c1cn(-c2cccs2)nc1-c1ccccc1
 : 105, 3, 2, 0, 1.2, 1, 5, -2[fluorescence artefact?], 1.1
> Cn1c(SCc2c(F)cccc2Cl)nnc1-c1cccs1
 : 111, 2, -1, 6, 1.7, 11, -22, 2, 0.8

Later entries:
The line under a structure holds: ERa SRC1 pot, FAK inh, ERb coact inh, E coli WT exp, MT1-MMP txn act, CD11b adhes enh, CD11b adhes inh, ERa coact inh, PLAP activator
> COc1ccc(-c2nc(SC)n(S(=O)(=O)c3ccccc3)n2)cc1
 : 125, 4, -7, ., 1.3, -4, 3, 10, 0.8
> O=C(Cc1ccccc1)N1CCN(C(=O)c2ccco2)CC1
 : 108, -2, 1, ., 1.2, ., ., 8, .
> CCOC(=O)C(C(C)=O)C(c1ccc(OCCC(C)C)cc1)C(C(C)=O)C(=O)OCC (stereo unspecified)
 : 100, -3, -9, ., 1.2, ., ., -3, .
> CCCNC(=O)N1CCN(S(=O)(=O)c2ccc(C)c(C)c2)CC1
 : 113, 0, -13, ., 1.3, ., ., -3, .
> COCCN(C(=O)Cc1cccs1)c1nnc(-c2ccncc2)s1
 : 86[fluorescence artefact?], 9, 17[fluorescence artefact?], 0, 0.9, -2, -21, 6, 1
> O=C(c1ccccc1)c1ccc(N2CCNCC2)cc1
 : 109, 0, -11, 6, 1.3, -2, -26, -6, 1.2
> CCOc1ccc(N=C(NC#N)SCC)cc1
 : 89, 2, 4[fluorescence artefact?], ., 1.1, ., ., -7, .
> COc1cc2c(C(=O)N3CCN(c4ccccc4C)CC3)c(C)oc2cc1Br
 : ., 7, ., -24, ., -1, 12, ., 1.4
> CCOC(=O)C1CCCN(c2ncnc3c2cnn3-c2ccc(Cl)cc2)C1 (stereo unspecified)
 : 110, -2, -7, -5, 0.7, -6, 11, -8, 1.1
> O=C(Nc1ccccc1C(F)(F)F)N1CCCCCC1
 : 101, -1, -29[fluorescence artefact?], -2, 1.1, -4, 1, -23, 1.1
> CCSc1nnc(NC(=O)Cc2cccc(OC)c2)s1
 : 96[fluorescence artefact?], -2, 19[fluorescence artefact?], -13, ., -5, 2, 3[fluorescence artefact?], 1
> COc1ccc(-c2cc(-c3ccccc3)n3ncnc3n2)cc1
 : 100, 1, 1, -4, 1.1, -3, -14, -1, 0.8
> CC(C)(C)NC(=O)Nc1ccc2nccnc2c1
 : 87, 1, 2[fluorescence artefact?], 2, 1.3, 5, 2, 4[fluorescence artefact?], 1.1
> COc1ccc2c(c1)cc1n2CCN=C1NCCO
 : 101, 0, -11, -1, 1, -2, -27, -2, 0.9
> O=C1N=C(N2CCCCC2)SC1=C1CCCCC1
 : 89, 0, 0, 1, 1.3, -5, 5, -2, 1.2
> Nc1c(C(=O)NCc2cccnc2)sc(=S)n1-c1ccccc1
 : 95, ., 1, -2, 1.1, -6, 11, -8[fluorescence artefact?], 0.9
> C=CCNC1=C(Cl)C(=O)N(c2cccc(Cl)c2Cl)C1=O
 : 114, 3, 0, 4, 1.1, -2, 11, -9, 1
> CSCCC1NC(=O)N(CC(=O)Nc2c(Cl)cc(Cl)cc2Cl)C1=O (stereo unspecified)
 : ., -1, ., 0, ., 1, 4, ., 0.8
> CCCC1CCC(C(=O)Nn2cnc3ccccc3c2=O)CC1 (stereo unspecified)
 : 126, 2, 28, -10, 1.2, ., ., 25, 1.1
> O=C(NC1CC1)c1sccc1-n1cccc1
 : 109, -1, -5, 11, 1.2, 0, -17, -4, 0.8
> CC(C)NC(=O)CSc1nc(-c2cccs2)cc(-c2ccccc2)c1C#N
 : 255*, -25, 7, ., 1.1, ., ., 11[fluorescence artefact?], .
> FC(F)(F)c1ccc(Sc2nnc(-c3cccs3)n2CC2CCCO2)nc1 (stereo unspecified)
 : 88, 3, -5, 1, 1.2, 1, -29, -4, 1.1
> COc1ccc(CN(C2CCCC2)S(=O)(=O)c2ccc(-n3cnnn3)cc2)cc1OC
 : 103, 1, -1, -22, 1, ., ., 0, .
